Source: PubChem BioAssay
UTI89 phage lysis: protection from phage-mediated lysis, alamar blue read-out – E. coli UTI89, K1F phage, bacterial capsule biogenesis inhibitors (AID 488966) | inhibition, % at 100 µM; hits with a dose series show IC50 in µM | hit rate 0.02% among 340,000 | E. coli UTI89 K1F phage lysis, alamar blue, 2 h; higher % means a stronger effect;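 active = phage lysis inhibition, versus mean bacterial control, above a set limit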;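 note: capsule biogenesis inhibitors block K1F phage lysis so surviving cells raise fluorescence; higher fluorescence means more inhibition of phage lysis; actives were called in the ten point dose series up to 300 µM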
Numbers without * were called inactive; [ ] = dose if it differs, or a comment. A portion of the library; count on the stated rates, not on these rows.

SMILES	UTI89 phage lysis
COc1ccc(C2=CC(=O)C[C@H](c3ccc4c(c3)OCO4)C2)cc1	3.1%
COC(=O)[C@]1(Cc2ccccc2)N[C@H](CN(C)C(=O)Nc2ccc(Cl)cc2)[C@@H]2C(=O)N(Cc3ccccc3)C(=O)[C@@H]21	0.2%
COc1cc(S(=O)(=O)N2CCOCC2)ccc1NC(=O)COC(=O)c1cc(OC)c(OC)c(OC)c1	0.4%[50 µM]
O=S(=O)(c1c(F)cccc1F)C1CCN(S(=O)(=O)c2ccc3c(c2)OCCO3)CC1	0.7%
COc1ccc(-c2ccc3oc(-c4ccsc4)cc(=O)c3c2)cc1F	-0.6%
CCCNC(=O)C(Cc1ccccc1)NC(=O)c1ccc(-c2ccccc2)cc1 (stereo not given)	-0.9%
CCOC(=O)C1=CN(C(C)C)CCC1=O	0.1%
Cc1cc(C)nc(-n2nc(C)cc2NC(=O)c2cc3ccccc3oc2=O)n1	-0.1%
CCCCC(=O)OCc1c(-c2ccccc2)ncc2ccccc12	4.6%
O=C(COC(=O)C1CCN(S(=O)(=O)c2c(Cl)cccc2Cl)CC1)NCc1ccco1	4.9%[50 µM]
Cc1nc2c(C)cccn2c(=O)c1NC(=O)c1cccc2ccccc12	0.4%[50 µM]
COc1ccc(C(=O)c2ccc(OC)c(OC)c2OC)cc1	13%
Cc1csc(=O)n1CC(=O)OCC(=O)Nc1ccc(Cl)cc1F	1.7%[50 µM]
CCC(C(=O)OCC(=O)NC(=O)c1ccccc1OC)c1ccccc1 (stereo not given)	0.3%[50 µM]
O=C(NCCOc1ccccc1)[C@@H]1CCCN1C(=O)c1cccs1	-1.0%
COc1cccc(N2CCN(C(=O)c3ccccc3SCC(=O)NCc3ccco3)CC2)c1	0.0%[50 µM]
Cc1ccccc1C(=O)OCC(=O)N(C)c1c(N)n(Cc2ccccc2)c(=O)[nH]c1=O	1.1%[50 µM]
CCOc1ccc(NC(=O)CC(NC(C)=O)c2ccccc2)cc1S(=O)(=O)N1CCCC1 (stereo not given)	1.1%[50 µM]
CCc1ccc(N2CC(C(=O)OCc3csc(CC(=O)Nc4ccccc4C)n3)CC2=O)cc1 (stereo not given)	0.5%[50 µM]
Cc1ccc(NC(=O)c2cc(S(=O)(=O)Nc3ccc(C)cc3)cs2)cc1	-0.7%
O=C(COC(=O)COc1ccc(Cl)cc1Br)NC1CC1	-1.7%
CCOc1ccc(CCNC(=O)c2cccc(S(=O)(=O)N3CCN(C(C)=O)CC3)c2)cc1OCC	1.6%[50 µM]
CN(C(=O)CN1C(=O)NC(C)(CCc2ccccc2)C1=O)c1ccccc1 (stereo not given)	1.3%[50 µM]
CCOC(=O)C1=CN(Cc2cccc(F)c2)S(=O)(=O)N(CC)C1c1ccccc1 (stereo not given)	0.0%
C[C@H]1COC(=O)[C@H](CC(=O)OC(C)(C)C)C/C=C\C[C@H](CC(=O)N(CCO)Cc2ccccc2)C(=O)N1	0.9%
CC12CCC(=O)N1C(C(=O)Nc1ccc(SC(F)F)cc1)CS2 (stereo not given)	1.1%[50 µM]
Cc1ccc(NS(=O)(=O)c2ccc(C(=O)NNC(=O)c3ccccc3O)cc2)cc1	0.8%[50 µM]
CN(C(=O)CN1C(=O)NC(C)(c2cccc(Br)c2)C1=O)C1CCCCC1 (stereo not given)	0.6%[50 µM]
NC(=O)C1CCN(c2oc(-c3ccc(F)cc3)nc2S(=O)(=O)c2ccccc2)CC1	0.3%[50 µM]
COc1ccc(-c2cccc(NC(=O)c3ccco3)c2)nn1	-1.7%

3 of the compounds above, comma-delimited.
Molecule,UTI89 phage lysis
CN(C(=O)CN1C(=O)NC(C)(CCc2ccccc2)C1=O)c1ccccc1 (stereo not given),1.3%[50 µM]
CCOC(=O)C1=CN(Cc2cccc(F)c2)S(=O)(=O)N(CC)C1c1ccccc1 (stereo not given),0.0%
C[C@H]1COC(=O)[C@H](CC(=O)OC(C)(C)C)C/C=C\C[C@H](CC(=O)N(CCO)Cc2ccccc2)C(=O)N1,0.9%

Next part.
SMILES	UTI89 phage lysis
O=C(O)c1ccccc1NS(=O)(=O)c1ccc(NN=Cc2cccc(Cl)c2)c([N+](=O)[O-])c1	-2.2%
COc1cc(C(=O)OCC(=O)N2CCN(S(=O)(=O)c3ccc(C)cc3C)CC2)c([N+](=O)[O-])cc1OC	0.1%[50 µM]
CCOc1ncccc1C(=O)Nc1ccc(S(=O)(=O)Nc2nc(C)cc(C)n2)cc1	0.7%[50 µM]
COc1ccc(C2=CCC3CCCCN3C2)cc1OC (stereo not given)	3.2%
O=C(Oc1nsnc1N1CCOCC1)N1CCCCC1	0.1%
CCc1nnc(NC(=O)COC(=O)c2cc(OC)cc(OC)c2)s1	-2.2%
Cc1ccc(C)c(-c2nnc(NC(=O)COc3ccccc3)o2)c1	-0.5%[50 µM]
Cc1ccc(S(=O)(=O)N2CCC(C(=O)NCCC3=CCCCC3)CC2)c(C)c1	3.3%[50 µM]
COc1ccccc1CCC(=O)OCC(=O)Nc1ccc2[nH]c(=O)[nH]c2c1	0.8%[50 µM]
Cc1ccc(S(=O)(=O)N2CCCC2)cc1C(=O)NCCOc1ccccc1	0.5%[50 µM]
CCN(C(=O)COC(=O)c1nc(Cl)ccc1Cl)C1CCS(=O)(=O)C1 (stereo not given)	1.3%[50 µM]
CCN1CCN(c2ccc(S(=O)(=O)N3CCOCC3)cc2NC(=O)/C=C/c2ccc(C)cc2)CC1	1.1%[50 µM]
COc1ccc(S(=O)(=O)NCc2ccccn2)cc1NC(=O)c1ccccc1C	-0.1%[50 µM]
Cc1noc(C)c1CCC(=O)Nc1c(C(C)C)cccc1C(C)C	0.5%[50 µM]
Cc1nn2c(=O)cc(COC(=O)c3c(F)cccc3Cl)nc2s1	0.3%[50 µM]
Cc1ccc(NC(=O)CC2OC(=O)c3ccccc32)cc1S(=O)(=O)N1CCCCCC1 (stereo not given)	0.6%
O=C(Nc1ccn(CCCNCC2CCCO2)c(=O)n1)OCc1ccccc1 (stereo not given)	0.1%
CCN(C[C@H]1N[C@@](CC)(C(=O)OC)[C@H]2C(=O)N(Cc3ccccc3)C(=O)[C@@H]12)S(=O)(=O)c1ccc(OC)cc1	-0.3%
COc1cccc(NC(=O)COC(=O)CCC(=O)c2cccs2)c1	0.2%[50 µM]
CC(C)CN(C(=O)CSc1nnc(-c2cccs2)n1N)c1c(N)n(Cc2ccccc2)c(=O)[nH]c1=O	1.3%[50 µM]
Cc1ccc(S(=O)(=O)NCCC(=O)NCCc2ccc(S(N)(=O)=O)cc2)cc1C	0.0%[50 µM]
Cc1ccc(NC(=O)Cc2ccc(Cl)cc2)cc1S(=O)(=O)N1CCCCCC1	0.5%[50 µM]
Nc1c(/C=C2/C=CC(=O)C(O)=C2)c(=O)nc2sc(CC(=O)N3CCOCC3)nn12	1.1%
O=[N+]([O-])c1ccc(Cc2ccccn2)cc1	0.8%[50 µM]
O=C(NN1C(=O)NC2(CCCCC2)C1=O)c1cccs1	0.6%[50 µM]
CCOC(=O)c1c(NC(=O)COC(=O)CCOc2ccc(OCC)cc2)sc(C(=O)N(C)C)c1C	0.3%[50 µM]
O=C(NCCC1CCCCN1S(=O)(=O)c1ccc(F)cc1)C(=O)NC1CCCC1 (stereo not given)	0.7%[50 µM]
O=C(NCC(=O)N1CCCC(C(F)(F)F)C1)c1cccs1 (stereo not given)	0.6%[50 µM]
O=C1CC(c2ccc(O)cc2)Oc2ccccc21 (stereo not given)	0.5%[50 µM]
CN(CC(=O)Nc1ccc(N2CCOCC2)cc1)C(=O)CCNC(=O)c1ccccc1Cl	0.5%[50 µM]

Of the compounds above, nine contain fluorine.
SMILES	UTI89 phage lysis
O=S(=O)(c1c(F)cccc1F)C1CCN(S(=O)(=O)c2ccc3c(c2)OCCO3)CC1	0.7%
COc1ccc(-c2ccc3oc(-c4ccsc4)cc(=O)c3c2)cc1F	-0.6%
Cc1csc(=O)n1CC(=O)OCC(=O)Nc1ccc(Cl)cc1F	1.7%[50 µM]
CCOC(=O)C1=CN(Cc2cccc(F)c2)S(=O)(=O)N(CC)C1c1ccccc1 (stereo not given)	0.0%
CC12CCC(=O)N1C(C(=O)Nc1ccc(SC(F)F)cc1)CS2 (stereo not given)	1.1%[50 µM]
NC(=O)C1CCN(c2oc(-c3ccc(F)cc3)nc2S(=O)(=O)c2ccccc2)CC1	0.3%[50 µM]
Cc1nn2c(=O)cc(COC(=O)c3c(F)cccc3Cl)nc2s1	0.3%[50 µM]
O=C(NCCC1CCCCN1S(=O)(=O)c1ccc(F)cc1)C(=O)NC1CCCC1 (stereo not given)	0.7%[50 µM]
O=C(NCC(=O)N1CCCC(C(F)(F)F)C1)c1cccs1 (stereo not given)	0.6%[50 µM]

The listing continues:
SMILES	UTI89 phage lysis
CCN(CC)CCSc1nc2c([nH]1)c(=S)n(C)c(=O)n2C	1.4%
Cc1c(C(=O)Nc2nnc(C3CC3)s2)oc2c(Cl)cccc12	0.2%[50 µM]
COc1ccc(Cc2nnc(SCC(=O)N(C)CC(=O)Nc3ccc(C)cc3)o2)cc1	1.3%[50 µM]
CCOC(=O)C1=C(COC(=O)/C=C/c2ccc(SC)cc2)NC(=O)NC1C (stereo not given)	0.2%[50 µM]
Cc1ccc(-c2nn(-c3ccc(F)cc3)cc2C(=O)N2CCN(C3CCS(=O)(=O)C3)CC2)cc1 (stereo not given)	0.9%[50 µM]
C=CCC[C@@H](Cc1ccc(F)cc1)C(=O)OC[C@@H](NC(=O)[C@H](CC=C)CC(=O)NCCO)C(C)(C)C	-0.7%
O=C(NCCN1C(=O)S/C(=C\c2ccc(OC(F)F)cc2)C1=O)C1=COCCO1	0.7%[50 µM]
CCOP(=O)(OCC)C(Nc1ccccc1)c1ccc2c(c1)OCO2 (stereo not given)	0.9%[50 µM]
CC1CCCCC1NC(=O)COC(=O)/C=C/c1ccco1 (stereo not given)	1.0%[50 µM]
CCOC(=O)c1cnn(-c2sc(C(=O)OCC)c(C)c2C(=O)OCC)c1N	0.3%
CCCCc1nnc(NC(=O)CCN2C(=O)C3CC=CCC3C2=O)s1 (stereo not given)	0.2%[50 µM]
CC(C)[C@H](NC(=O)c1ccccc1Br)C(=O)OCc1nc2ccsc2c(=O)[nH]1	1.0%[50 µM]
CCN(CC)S(=O)(=O)c1ccc(N2CCOCC2)c(NC(=O)CN2C(=O)NC(C)(c3ccccc3)C2=O)c1 (stereo not given)	0.3%[50 µM]
CCOC(=O)c1ncn2c1[C@@H]1CCNC1C(=O)c1cc(OC)ccc1-2 (stereo not given in full)	3.2%
O=C(COC(=O)/C=C/c1cccc([N+](=O)[O-])c1)Nc1ccc(Cl)cn1	0.7%[50 µM]
COc1ccc(CC(=O)OC(C)C(=O)NCc2ccc3c(c2)OCO3)cc1OC (stereo not given)	-1.4%
CCCCn1c(N)c(N(C(=O)CSc2nnnn2-c2ccc(C)cc2)C2CCCC2)c(=O)[nH]c1=O	-0.8%
Cc1ccc(NS(=O)(=O)c2ccc(C(=O)NCC(c3ccco3)N3CCCCC3)cc2)cc1 (stereo not given)	0.6%[50 µM]
C=CC1(C)CN(Cc2ccco2)S(=O)(=O)c2c(F)cccc2O1 (stereo not given)	0.2%
O=C(CC(=O)c1ccccn1)c1ccccc1	2.8%
Cc1ccc2nc(SCC(=O)N(C)C3CCS(=O)(=O)C3)[nH]c2c1 (stereo not given)	1.1%[50 µM]
CCOC(=O)c1ccc(S(=O)(=O)Nc2cc(S(=O)(=O)Nc3ccc(OC)cc3)ccc2O)cc1	-1.2%
CC(C)N(Cc1ccccc1)C(=O)COC(=O)c1cc(S(=O)(=O)N(C)C)ccc1N1CCCC1	-3.0%
CC(CCC(=O)NN)C1CCC2C3CCC4CC(O)CCC4(C)C3CCC12C (stereo not given)	-1.1%
COc1ccc(C(c2c(NC(=O)c3ccco3)sc(C)c2C)N2CCOCC2)cc1OC (stereo not given)	0.0%[50 µM]
CN(CCCCCCCCCCN(C)C(=O)Oc1cccc([N+](C)(C)C)c1)C(=O)Oc1cccc([N+](C)(C)C)c1	4.7%
CCOc1ccc(N2CC(C(=O)Nc3cc(Cl)ccc3-n3cncn3)CC2=O)cc1 (stereo not given)	0.7%[50 µM]
O=C(NCc1ccccc1)C1=C[C@H](C2CCCCC2)C[C@H](OCCCCO)O1	-0.2%
Cc1cc(C)nc(NN=CC2=C(N3CCOCC3)/C(=C/c3ccc(Cl)cc3)CC2)n1	6.8%
CC(C)NC(=O)C(=O)Nc1ccc2c(c1)N(S(=O)(=O)c1cccs1)CCC2	0.7%[50 µM]
CCN(CC)CCCn1c2c(c(SCC(=O)Nc3cc(OC)cc(OC)c3)nc1=O)CCC2	-1.6%
Cc1ccc(S(=O)(=O)N2CCN(C(=O)COC(=O)/C=C/c3ccccc3[N+](=O)[O-])CC2)c(C)c1	-0.3%[50 µM]
N#CCCN(C(=O)COC(=O)c1ccc(S(=O)(=O)N2CCCCCC2)cc1)c1ccccc1	-1.2%
CC1O[C@@H](OC2C(O)C(C)O[C@H](OC(=O)[C@]34CCC(C)(C)C[C@H]3C3=CCC5[C@@]6(C)CC(O)C(O[C@@H]7OC(CO)C(O)[C@@H](O)[C@@H]7O)[C@@](C)(C(=O)O)C6CC[C@@]5(C)[C@]3(CO)CC4)C2O[C@H]2OC(C)[C@@H](O[C@@H]3OCC(O[C@@H]4OC(CO)C(O)[C@H](O)C4O)[C@@H](O)[C@@H]3O)[C@H](O)C2O)C(O)C(O)C1O (stereo not given in full)	2.5%
CS(=O)(=O)N(CC(=O)N1CCc2ccccc2C1)c1cccc(Br)c1	-2.2%
NC(=O)C1CCN(c2nc(-c3ccc4occc(=O)c4c3)cs2)CC1	1.8%
O=C(c1ccc(-c2cccc(C(F)(F)F)c2)o1)N1CCCC(C(F)(F)F)C1 (stereo not given)	-2.0%
O=C(NCC(c1ccco1)N1CCc2ccccc2C1)c1ccc(Br)cc1 (stereo not given)	0.9%[50 µM]
